Screening data as filed in PubChem.
KDM5B inhibitor: blocks human KDM5B histone demethylase activity; 220,000 tested, 2.6% active; Q9UGL1; Potency, µM (highest dose often 57.7 µM), for the others: at the top dose activity change, negative = inhibition, most hits filed as inhibitors; KDM5B demethylase, FDH-coupled NADH fluorescence (FDH is formaldehyde dehydrogenase); active = well fitted inhibition curve with a large enough effect; inconclusive = small, poorly fitted or top-dose-only effect; inactive = no such curve, though single readings can be large or run the other way; note: 0% is about no effect; nearly all actives have a fitted effect of over 70% in size
Target sequence (Q9UGL1 whole entry, looked up): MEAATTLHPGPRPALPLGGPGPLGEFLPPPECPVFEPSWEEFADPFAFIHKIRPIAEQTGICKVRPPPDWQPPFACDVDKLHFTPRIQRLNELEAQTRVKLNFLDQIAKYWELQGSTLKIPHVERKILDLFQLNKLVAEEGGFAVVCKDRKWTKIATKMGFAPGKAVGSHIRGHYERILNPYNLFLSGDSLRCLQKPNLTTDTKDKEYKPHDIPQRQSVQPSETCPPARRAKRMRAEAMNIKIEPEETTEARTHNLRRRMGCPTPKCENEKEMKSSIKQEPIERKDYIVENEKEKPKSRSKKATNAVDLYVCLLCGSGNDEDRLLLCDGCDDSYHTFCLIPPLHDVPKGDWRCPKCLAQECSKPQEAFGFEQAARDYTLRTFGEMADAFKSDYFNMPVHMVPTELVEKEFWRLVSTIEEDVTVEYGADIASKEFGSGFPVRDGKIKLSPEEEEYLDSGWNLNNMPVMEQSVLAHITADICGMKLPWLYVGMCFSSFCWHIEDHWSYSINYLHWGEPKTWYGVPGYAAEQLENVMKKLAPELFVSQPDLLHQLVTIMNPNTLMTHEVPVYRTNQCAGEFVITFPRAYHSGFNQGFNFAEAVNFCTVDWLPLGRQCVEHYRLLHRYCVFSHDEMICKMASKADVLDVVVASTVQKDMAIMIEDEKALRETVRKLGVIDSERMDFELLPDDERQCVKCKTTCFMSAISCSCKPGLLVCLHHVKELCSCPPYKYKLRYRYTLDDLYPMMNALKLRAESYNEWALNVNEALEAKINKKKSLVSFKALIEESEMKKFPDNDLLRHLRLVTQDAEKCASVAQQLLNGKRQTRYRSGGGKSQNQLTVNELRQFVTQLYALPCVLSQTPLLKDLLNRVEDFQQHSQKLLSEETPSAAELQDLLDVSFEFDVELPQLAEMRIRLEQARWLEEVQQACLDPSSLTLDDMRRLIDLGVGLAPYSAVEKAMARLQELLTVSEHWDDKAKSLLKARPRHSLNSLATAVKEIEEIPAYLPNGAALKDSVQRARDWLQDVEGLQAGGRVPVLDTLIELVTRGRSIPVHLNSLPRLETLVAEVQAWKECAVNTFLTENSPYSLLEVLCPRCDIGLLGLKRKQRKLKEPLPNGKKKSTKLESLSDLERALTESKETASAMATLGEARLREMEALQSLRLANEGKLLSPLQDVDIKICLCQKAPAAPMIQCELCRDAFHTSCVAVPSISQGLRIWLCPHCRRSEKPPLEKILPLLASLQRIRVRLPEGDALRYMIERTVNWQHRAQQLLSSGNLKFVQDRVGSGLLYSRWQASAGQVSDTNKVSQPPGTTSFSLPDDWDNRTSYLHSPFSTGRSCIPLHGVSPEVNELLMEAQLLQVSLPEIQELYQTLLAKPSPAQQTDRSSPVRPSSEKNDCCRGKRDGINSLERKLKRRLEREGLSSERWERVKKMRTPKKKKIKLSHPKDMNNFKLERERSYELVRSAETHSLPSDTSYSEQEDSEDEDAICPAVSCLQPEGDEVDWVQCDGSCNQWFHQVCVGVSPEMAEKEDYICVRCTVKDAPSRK
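Compound dilutions met 200 nM (final) KDM5BΔAP for 10 min at room temperature before substrate addition. The substrate mix held 12.5 µM H3K4me3 with cofactors 25 µM α-ketoglutarate and 50 µM Fe²⁺. NADH signal gain over 30 min defined activity.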
Numbers without * were called inactive; i = inactive; u = inconclusive; [ ] = dose if it differs, or a comment. Potency is the fitted concentration of half-maximal effect.

No.	KDM5B inhibitor	compound
1	2.5%[86.2 µM]	CC(=O)Nc1cccc(-c2ccc3c(n2)CN(Cc2ccccc2)C(=O)CO3)c1
2	-18.2%	COc1ccccc1NC(=O)CSc1nc(=O)n(Cc2cccnc2)c2c1CCC2
3	-17.1%	FC(F)Oc1ccc(-c2ccnc(=S)[nH]2)cc1
4	9.9%	Cc1ccc(-c2cnc(CCC(=O)NC(C)C3CC3)o2)cc1C (stereo unspecified)
5	16.5%	O=C(Cc1n[nH]c(=O)c2ccccc12)NCCN1CCCCCC1=O
6	2.8%	COc1ccc(Cn2ccc3nc(C)c(C(=O)Nc4ccc(OC)cc4OC)cc3c2=O)cc1
7	-5.8%[86.2 µM]	COc1ccccc1C(=O)N(C)Cc1cccn1C
8	-25.9%	CCc1ccc(CNC(=O)C2Cn3cccc3C(=O)N2)cc1 (stereo unspecified)
9	-20.0%	CC(CCc1ccccc1)NC(=O)CSc1c2c(nc3ccc(Cl)cc13)CCCC2 (stereo unspecified)
10	u	Cc1ccc(C)c(S(=O)(=O)c2cn(Cc3ccccc3)c3cc(N4CCCC4)c(F)cc3c2=O)c1
11	-18.7%[86.2 µM]	O=C1O[C@@H]2[C@H]3[C@@H]([C@H]1C[C@H]2O)N(c1ccccc1)C(=S)N3Cc1ccccc1
12	13.8%	CC(=O)Nc1ccc(NC(=O)COc2ccc3ccc(=O)oc3c2)cc1
13	-7.4%	COc1cccc(NC(=O)CSc2nccn2C2CCCC2)c1
14	-0.1%	CCC(=O)C1CCCN(C(=O)CCc2nnc(C3(c4ccc(Cl)cc4)CCC3)o2)C1 (stereo unspecified)
15	u	Cc1c(C(=O)N2CCN(c3ccc(F)cc3)CC2)sc2ncnc(N3CCN(c4ccccn4)CC3)c12

No.	KDM5B inhibitor	compound
16	0.4%	CNC(=O)[C@@H]1CN(C(=O)Cc2ccccc2Br)C[C@H]1CO
17	2.5%[86.2 µM]	COc1ccc(-c2ccc3ncc(Nc4ccc(F)c(Cl)c4)n3n2)cn1
18	11.0%	COc1ccc(C)cc1-n1ccnc1SCC(=O)Nc1nc2ccccc2s1
19	9.7%	CCCCCCCCS(=O)CCCCC(=O)O (stereo unspecified)
20	u	Cc1ccc(-c2cnc(SCC(=O)Nc3ccc(Cl)cc3)o2)cc1C
21	-11.6%	C#CCN1C(=O)S/C(=C/c2cn(CC=C)c3ccccc23)C1=O
22	9.0%	CC12CN3CC(C)(CN(C1)C3c1ccccc1)C2=O (stereo unspecified)
23	-9.4%	CCCSc1nnc2[nH]c(=O)cc(C)n12
24	-9.3%	O=C(COc1ccccc1[N+](=O)[O-])N(Cc1ccco1)c1ccccn1
25	8.8%	CC(C)c1ccccc1OCC(=O)c1ccc2c(c1)N(CC(=O)NCC1CC1)C(=O)CO2
26	-15.3%	COC(=O)c1[nH]c2ccc(C)cc2c1NC(=O)CCN1CCCCC1
27	i	C[S+](=O)([O-])N1CCC(Cn2ccc3c(N4CCOCC4)nc(-c4cccc5[nH]ccc45)cc32)CC1
28	i	Cc1ccc(NC(=O)c2oc3ccccc3c2NC(=O)c2ccccc2C)cc1
29	-17.6%	CC(C)CCC(CCNC(C)c1cccs1)C1CCOC(C)(C)C1 (stereo unspecified)
30	-4.1%	NC(=O)c1ccc(NC(=O)c2ccc3nc(-n4cccc4)sc3c2)cc1

No.	KDM5B inhibitor	compound
31	-14.3%	COc1cc(=O)n2c(c1C(=O)Nc1ccc(C(C)C)cc1)CCCC2
32	u	COc1ccc(-c2cc(N3CCC(NC(=O)Cc4ccc(F)cc4)CC3)n[nH]2)cc1
33	-12.8%	CC(C)Cn1c(=O)c2ccccc2n2c(CCC(=O)NCc3ccccc3Cl)nnc12
34	-17.2%	O=C(Cn1ccn2nc(-c3ccc(F)cc3)c(CO)c2c1=O)NCc1ccc(F)cc1F
35	-3.6%	COCCN1C(=O)[C@H]2CN(Cc3cccc(Cl)c3F)C[C@H]2C1=O
36	19.4%	CCc1c(C)nc(-c2ccc(F)cc2)n(CC(=O)Nc2ccc(OC)c(OC)c2)c1=O
37	4.3%	CN(CC(C#N)CCC#N)C1CCCCCC1 (stereo unspecified)
38	10.3%	CC(=O)c1ccc(N2CCN(S(=O)(=O)c3ccc4c(c3)NC(=O)CCS4)CC2)cc1
39	3.4%	CC(CN1CCCC1)OC(=O)c1cc(C(C)(C)C)cc(C(C)(C)C)c1 (stereo unspecified)
40	-12.5%	Cc1sc2ncn(CC(=O)Nc3ccc(F)cc3Cl)c(=O)c2c1S(=O)(=O)N1CCN(c2ncccn2)CC1
41	27.1%	Cc1occc(=O)c1OCc1noc(C(=O)NCc2ccccc2Cl)n1
42	20.7%	CC(C)CCn1cnc2c1c(=O)n(CC(=O)Nc1ccc(F)c(F)c1)c(=O)n2Cc1ccccc1
43	-11.1%	Cc1ccc(S(=O)(=O)CC(=O)N2CC(C)OC(C)C2)cc1 (stereo unspecified)
44	-5.4%	CCC(C)NC(=O)Cn1cccc1-c1nc(-c2cccc(Cl)c2)no1 (stereo unspecified)
45	21.2%	COc1cc(=O)n2c(c1C(=O)Nc1cc(Cl)ccc1Cl)CCCC2

No.	KDM5B inhibitor	compound
46	u	NC(=O)c1cccc(-c2ccc3c(n2)CN(Cc2ccc(C(F)(F)F)cc2)C(=O)CO3)c1
47	12.0%	O=C(c1n[nH]c(=O)c2ccccc12)N1CCCC1c1ccc2c(c1)OCCCO2 (stereo unspecified)
48	u	CC(C)(C)C1CCc2nc(NC(=O)COc3ccccc3[N+](=O)[O-])sc2C1 (stereo unspecified)
49	18.0%[86.2 µM]	COc1ccccc1CNC[C@H]1O[C@@H]2C[C@@H](CC(=O)NC(C)C)O[C@@H]2[C@@H]1O
50	9.4%	O=C(NCCc1ccccc1)c1ccc2nc(CCc3ccccc3)oc2c1
51	17.8%	COc1ccc2c(=O)c(-c3ccccc3OC)c(C)oc2c1
52	-11.5%	CNC(=O)c1ccc(-c2nc(CN3CCN(C(=O)Nc4cc(C)ccc4C)CC3)c(C)o2)cc1
53	-20.9%	Cc1ccc(S(=O)(=O)CCC(=O)N2CCN(c3nc4c(C)c(Cl)ccc4s3)CC2)cc1
54	15.1%	CCC(C)C(=O)NCc1ccc(COC)cc1 (stereo unspecified)
55	-1.0%	CC(CNC(=O)CC(c1ccccc1)c1ccccc1)OC12CC3CC(CC(C3)C1)C2 (stereo unspecified)
56	-29.5%	Cc1cccc(NC(=O)c2sc3ncnc(N(C)C4CCCCC4)c3c2C)c1C
57	u	Cc1ccc2c(Cl)c(C(=O)NCc3ccco3)sc2c1
58	-18.1%	Cc1ccc(C(CNC(=O)c2cc(=O)c3cc(C)c(C)cc3o2)N2CCC(C)CC2)o1 (stereo unspecified)
59	-2.3%	CN1CCC(N2CCC(N3C(=O)C4(CCCCC4)C3c3ccncc3)CC2)CC1 (stereo unspecified)
60	26.2%	Cc1nc(-c2cccnc2)ncc1C(=O)N1CCC2(CC1)CC(=O)N(C)C2

No.	KDM5B inhibitor	compound
61	-0.7%	Cc1ncsc1CN(C)C1CCc2nn(CC3CC3)c(=O)n2CC1 (stereo unspecified)
62	-9.2%	CC1CCN(c2ccc(CNC(=O)CC3CCOCC3)cc2)CC1
63	-47.7%	COc1cccc(N2CCN(C(=O)c3cnc4c(C)cccn4c3=O)CC2)c1
64	u	CCOc1ccc(C(=O)NCCc2sc(-c3ccc(OC)cc3)nc2C)cc1
65	-24.4%	COc1ccc(CNCCC(c2ccccc2)c2ccc3c(c2)OCO3)cc1 (stereo unspecified)
66	5.2%[86.2 µM]	c1cc(-c2cc(-c3ccncc3)c3cncn3c2)cc(N2CCOCC2)c1
67	6.1%[86.2 µM]	N#Cc1ccc(CN2CCC3(CC2)OCCN(CCc2ccccc2)C3=O)cc1
68	15.3%	CCOC(=O)C(=O)Nc1ccc(C(=O)OCC)cc1
69	2.8%[86.2 µM]	COc1ccc(CN2C[C@H]3CN(Cc4ccc5c(c4)OCCO5)CCN3C2=O)cc1
70	27.3%	COc1ccc(N(C)C(=O)c2cc3c(s2)-c2ccccc2S(=O)(=O)C3)cc1
71	20.3%	CC(=O)N1CCC(Oc2ccc(Cl)cc2C(=O)NCCC2=CCCCC2)CC1
72	-28.1%	COC(=O)c1nc2ccccc2nc1N1CCN(c2cc(C)ccc2C)CC1
73	-14.1%	CCc1ccc(CN(Cc2cn[nH]c2-c2ccc(OC)cc2)C(=O)Nc2ccc(C)c(F)c2)cc1
74	-12.3%	CCCc1cc(N2CCN(c3cccc(C)c3C)CC2)n2cnnc2n1
75	3.1%	Cc1ccc2c(CSc3nnnn3C3CC3)cc(=O)oc2c1

No.	KDM5B inhibitor	compound
76	11.3%	CC(=O)Nc1cccc(C(=O)NCCn2ccn3nc(-c4ccc(F)cc4)cc3c2=O)c1
77	-26.7%	Cc1ccc(Cn2c(CNC(=O)c3ccccc3Br)nc3cccnc32)cc1
78	-19.9%	COc1ccc(CNC(=O)CSCc2cnn(-c3ccccc3)c2-n2cccc2)cc1OC
79	u	O=S(=O)(c1ccc2c(c1)OCCO2)N1CC[C@@H]2COCCN(Cc3cccnc3)[C@@H]2C1
80	-25.1%	Cc1ccc2nc(-c3cccnc3)c(Nc3ccccc3C)n2c1
81	-2.7%	Cn1c(=O)c2c(-c3ccccc3Cl)[nH]cc2n(C)c1=O
82	-17.5%	Cc1ccc(-n2nc(-c3c(C)nc4scc(CC(=O)NCC(C)C)n4c3=O)cc2C)c(C)c1
83	u	CCOC(=O)c1ccc(NC(=O)c2c(NCc3ccc(OC)c(OC)c3OC)sc3c2CCC(C)C3)cc1 (stereo unspecified)
84	u	Cc1nnc(NC(=O)c2ccccc2NC(=O)c2ccccc2)s1
85	-1.5%	COc1ccccc1C(=O)Nc1nc2nc(-c3ccccc3)cc(=O)n2[nH]1
86	-13.0%	Cc1ccc2c(CN3CCc4ccccc43)cc(=O)oc2c1C
87	18.5%	N#CCCC(C#N)Cn1c(=O)c2c(ncn2Cc2ccccc2)n(Cc2ccccc2)c1=O (stereo unspecified)
88	-7.8%	CCc1ccc2c(CN3CCCC3c3cccc(OC)c3)cc(=O)oc2c1 (stereo unspecified)
89	-5.4%	OC[C@@H]1CN(Cc2ccncc2F)C[C@H]1c1nc(-c2cccnc2)no1
90	-4.4%	CC1(c2ccccc2)COC(c2coc3ccccc3c2=O)OC1 (stereo unspecified)

Structures from the list above that contain a furan ring, fused or not, in the order listed:
No.	KDM5B inhibitor	compound
24	-9.3%	O=C(COc1ccccc1[N+](=O)[O-])N(Cc1ccco1)c1ccccn1
28	i	Cc1ccc(NC(=O)c2oc3ccccc3c2NC(=O)c2ccccc2C)cc1
57	u	Cc1ccc2c(Cl)c(C(=O)NCc3ccco3)sc2c1
58	-18.1%	Cc1ccc(C(CNC(=O)c2cc(=O)c3cc(C)c(C)cc3o2)N2CCC(C)CC2)o1 (stereo unspecified)

(continued)
No.	KDM5B inhibitor	compound
91	-9.1%	CCOC(=O)c1c(C)oc2nc(C)nc(NCC3CCN(Cc4ccccc4C)CC3)c12
92	14.4%[86.2 µM]	COc1cccc(-c2ncc3c(n2)OCCN(c2ccccc2)C3=O)c1OC
93	-21.7%	CC(=O)NCC(=O)NCC1CCN(c2cc(-c3ccc(Cl)cc3)[nH]n2)CC1
94	-1.8%	Cc1cc(C)nc(Nc2ncc(O)n2-c2ccc(Br)cc2)n1
95	u	Cc1cc2ccccc2n1CCNC(=O)c1ccc(Br)cc1
96	-25.3%	O=C(NCC(c1ccccc1)c1c[nH]c2ccccc12)c1ccccn1 (stereo unspecified)
97	u	O=C(Nc1cccc(-c2nc3ccccc3o2)c1)C(F)(F)F
98	u	Cc1oc(-c2cccc(Cl)c2)nc1CN1CCCC(C(=O)N2CCN(c3ccc(F)cc3)CC2)C1 (stereo unspecified)
99	u	Cc1ccc(C)c(N2C(=O)N(Cc3cc(=O)n4ccccc4n3)c3ccccc3S2(=O)=O)c1
100	-4.8%	COCC(=O)Nc1ccc(-c2c(C(C)C)nn(-c3cccc(F)c3)c2OC(C)=O)cc1
101	u	O=C(CCCCCn1c(=O)[nH]c2ccccc2c1=O)NCc1ccccc1
102	-13.4%	Cn1c(=O)[nH]c(=O)c2c1nc1n2CCN1c1ccccc1
103	-26.0%	COc1ccccc1CNC(=O)C1CCN(S(=O)(=O)c2cn(C)cn2)CC1
104	u	O=C(CCS(=O)(=O)c1cccs1)Nc1ccc(C(=O)Nc2cccc(Cl)c2)cc1
105	u	CCN1CCN(c2csc3ccc(F)cc3c2=O)CC1

4 of the compounds above, with tabs:
cpd	SMILES	KDM5B inhibitor
81	Cn1c(=O)c2c(-c3ccccc3Cl)[nH]cc2n(C)c1=O	-2.7%
82	Cc1ccc(-n2nc(-c3c(C)nc4scc(CC(=O)NCC(C)C)n4c3=O)cc2C)c(C)c1	-17.5%
83	CCOC(=O)c1ccc(NC(=O)c2c(NCc3ccc(OC)c(OC)c3OC)sc3c2CCC(C)C3)cc1 (stereo unspecified)	u
84	Cc1nnc(NC(=O)c2ccccc2NC(=O)c2ccccc2)s1	u

Further records.
No.	KDM5B inhibitor	compound
106	13.3%	O=C(CCc1c[nH]c2ccccc12)NCc1cccc(Cl)c1
107	-11.7%	COc1ccc(C(=O)Oc2ccc(C(C)(C)C)cc2)cc1Br
108	17.8µM*	Nc1cccn2nc(C3CCC3)nc12
109	11.3%	C=CCNC(=O)NC(=O)CN(CC)c1cccc(F)c1
110	11.0%	Cc1cc(C[C@@H]2COC[C@@H]2NC(=O)c2ccc3nc(C)[nH]c3c2)on1
111	-23.5%	CN(Cc1cccnc1)c1nc2c(c(=O)[nH]1)CCN(Cc1ccc(Cl)cc1F)CC2
112	11.7%	COC(=O)CCCCCCCNS(=O)(=O)c1ccc([N+](=O)[O-])cc1
113	2.9%	Cc1cc2oc(=O)cc(CSc3nnc4ccccn34)c2cc1C
114	28.8%	Cc1noc(C)c1CC(=O)NC1CCc2nnc(C3CC3)n2CC1 (stereo unspecified)
115	-4.4%	O=C(CN1CCCc2ccccc21)NC(=O)NCc1ccccc1
116	-11.6%	COc1ccc(CNC(=O)C2CCN(S(=O)(=O)c3c(C)noc3/C=C/c3cccs3)CC2)cc1
117	1.9%	CC(C)(c1nnnn1-c1ccccc1)N1CCOCC1

A portion of the library; rates above refer to the full screens.
